# MmCpn inh: inhibitors of Methanococcus maripaludis chaperonin (MmCpn). purified Mm-Cpn ATPase, ADP Transcreener TR-FRET. AID 504842. 330,000 tested, 0.031% active. Potency, µM (titrated, usually from 76.9 µM), without a hit: at the top dose activity, negative = inhibition, hits mostly inhibitors; note: potency is the fitted concentration of half-maximal effect; % is set by controls: 0 for no effect and ±100 for the full control effect; nearly all actives have a fitted effect of over 80% in size
#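 ATPase turnover read by TR-FRET ADP competition (Eu cryptate antibody/ADP-d2, 665/590 nm): 10uM ATP final, 25nM Mm-CPN final, 30 min 37degC after 10-min compound preincubation, pH 7.4 Tris/KCl/MgCl2/DTT buffer.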
# Nrf2 inh: inhibitors of Nrf2 signaling; Potency, µM (doses to about 46 µM), for the others: at the highest dose activity change, negative = inhibition, actives largely listed as inhibitors; AID 504444; 360,000 tested, 2.1% active; A549 ARE-Fluc reporter, luciferase luminescence, 18-24 h; note: potency is the fitted concentration of half-maximal effect; % is set by controls: 0 for no effect and ±100 for the full control effect; nearly all actives have a fitted effect of over 60% in size
#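 Quantitative HTS in A549 cells stably bearing an antioxidant response element-firefly luciferase construct. Inhibition of Nrf2-driven transcription was scored by luminescence after 18-24 h of compound exposure at 37 °C.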
# HepG2 viability: HepG2 cytotoxicity, counter-screen for TGF-b inhibitors; 410,000 tested, 0.76% active; HepG2 CAGA-GFP viability, ATP luminescence, 18 h; Potency, µM (doses to about 46.1 µM), for inactives: at the highest dose activity change, negative = cytotoxicity, actives largely listed as cytotoxic; note: potency is the fitted concentration of half-maximal effect; some results filed as inactive show a strong effect at the top dose
#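 CellTiter-Glo luminescence gave cytotoxicity after 18 hours at 37 degrees C. The cells were HepG2 CAGA-GFP in 1% FBS DMEM, stimulated with 500 pg/mL TGF-beta after compound addition. %Activity was normalised to no-cell wells (complete cell-killing) and DMSO (no toxicity), and curves were fitted and classified.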
# CCT modulator: changes cytosolic chaperonin activity | purified chaperonin ATPase assay, HTRF ADP detection, 30 min | activity change, % (concentration not given with the values), hits read low | 360,000 tested, 0.3% active | AID 651819; in the data active = activity change below about -30%; note: % is set by controls: 0 for no effect and ±100 for the full control effect
#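 We incubate TRiC, 40 or 20 nM final, with library compounds at 76 uM and 10 uM ATP for 30 min at 37 °C. ADP formed is detected with Transcreener HTRF reagents after 30 min at room temperature.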
# A549 viability: counter-screen for Nrf2 inhibitors: cytotoxicity in A549 cells. A549 ARE-Fluc cells, CellTiter-Fluor viability, 18-24 h. Potency, µM (doses to about 46 µM), for inactives: at the top dose activity change, negative = cytotoxicity, actives largely listed as inhibitors. 390,000 tested, 0.16% active. AID 504648; note: potency is the fitted concentration of half-maximal effect; % is set by controls: 0 for no effect and ±100 for the full control effect
#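 A549 ARE_Fluc cells in 5% FBS OPTI-MEM were exposed to compounds in concentration-response for 18-24 h at 37 deg C. Viability was read by CellTiter-Fluor fluorescence (Ex 405/Em 525) after 30 min, before the luciferase read.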
# pAkt inh: Akt phosphorylation inhibition. activity change, % for hits at 50 µM. Neuro2A IGF-stimulated pAkt S473 HTRF, 20 min; stronger effect = lower value. AID 651550. 360,000 tested, 0.32% active; in the data active = activity change below about -80%; inconclusive = mostly about -51% to -80%; note: % is set by controls: 0 for no effect and ±100 for the full control effect
#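 Neuro2A cells in DMEM with 0.5% FBS, overnight at 37 deg C, given compound at single 50 µM final, then IGF (6 nM final) for 20 min at 37 deg C. Lysed; phospho-Akt Ser473 by HTRF after 24 h, 665/615 ratio.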
# TGFb inhibitor: blocks TGF-b signaling; HepG2 CAGA-GFP TGF-b/SMAD3 reporter, GFP fluorescence, 18 h; TGF-beta stimulated, 500 pg/mL final; AID 588855; Potency, µM (titrated, usually from 46.1 µM), for the others: top-dose activity, negative = inhibition, usual class: inhibitors; 410,000 tested, 1.2% active; note: potency is the fitted concentration of half-maximal effect; % is set by controls: 0 for no effect and ±100 for the full control effect; nearly all actives have a fitted effect of over 65% in size
#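 TGF-beta reporter screen: HEPG2 CAGA-GFP, 1% FBS, 500 pg/mL TGF-beta final, 18 h; per-cell GFP summed per well; curves fitted and categorized by class.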
# Abeta rescue: restores growth of yeast expressing A-beta42 peptide. yeast expressing A-beta42, growth rescue, OD600, 48 h; response scale: 0% DMSO, 100% iron-clioquinol control. Potency, µM (titrated, usually from 46.1 µM), for the others: at the highest dose growth rescue, hits mostly activators. 410,000 tested, 0.063% active. AID 1347071; note: potency is the fitted concentration of half-maximal effect; nearly all actives have a fitted effect of over 55% in size
#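 Growth rescue measured by 600 nm absorbance after 48 h yeast culture at 30 C with compound. Values normalized between DMSO and an equimolar ferric chloride plus clioquinol control.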
# Nrf2 activator: Nrf2 pathway activation | AREc32 ARE-luciferase reporter (MCF7-derived line), luminescence, 24 h | Potency, µM (highest dose often 46.1 µM), for inactives: top-dose activation, usual class: activators | 410,000 tested, 0.31% active | AID 624171; note: potency is the fitted concentration of half-maximal effect; % of control where 0% means no effect; nearly all actives have a fitted effect of over 65% in size
#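 Luciferase luminescence (Steady-Glo, 30 min at room temperature) served as the read-out of ARE activation in AREc32 cells treated with compounds for 24 hr at 37 deg C.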
# Numbers without * were called inactive; i = inactive; ? = inconclusive; · = not tested or not shown; & = joins results of further samples; [ ] = another dose, or the depositor's remark. Unless noted, calls come from the whole dose curve; as a rule, active = well fitted curve in the direction sought with a large enough effect; inconclusive = small, poorly fitted or top-dose-only effect, or another doubt; inactive = no such curve, though single readings can be large; an effect the other way counts as inactive or inconclusive. This is a random part of the collection (roughly 4.3% active in at least one column).
SMILES,MmCpn inh,Nrf2 inh,HepG2 viability,CCT modulator,A549 viability,pAkt inh,TGFb inhibitor,Abeta rescue,Nrf2 activator
O=C(NCCCCc1ccccc1)c1cccc(NC(=O)C2CCCCC2)c1,·,?,-11%,-1.1,-1%,i,-17%,4%,0.7%
Cc1ccc(CSCCC(=O)N2CCN(c3ccc(F)cc3)CC2)cc1,·,·,-24%,·,5%,·,?,-12%,0.6%
O=C(Nc1sc2c(c1C(=O)O)CCC2)c1ccccc1,-3%,?,-28%,-0.6,?,i,0%,-22%,0.4%
Cc1cc(CNC(=O)c2cccc([N+](=O)[O-])c2)c2ccccc2n1,3%,-9%,-11%,0.4,1%,i,0%,0%,?
CCN(CC)S(=O)(=O)c1ccc(C)c(NC(=O)CNCCN(C(C)C)C(C)C)c1,-5%,12%,-1%,1.7,18%,i,-3%,-18%,-0.4%
CCOC(=O)C(C)N1C(=O)S/C(=C\c2ccc(-c3ccccc3C(=O)O)o2)C1=O (centres undefined),-2%,-28%,-5%,1.4,?,i,4%,6%,-0.4%
Fc1ccc2cc(CCO[C@H]3CCCCO3)ncc2c1,3%,7%,-7%,-1.8,-1%,i,-1%,4%,-2.9%
O=S1(=O)CCC(NC(=S)NCCNC(=S)NC2CCS(=O)(=O)C2)C1 (centres undefined),0%,2%,12%,-3.0,-1%,i,-16%,3%,-0.6%[9.22 µM]
O=C(NCc1ccccc1)C1=C[C@@H](c2ccc3c(c2)OCO3)C[C@@H](OCc2ccc(CO)cc2)O1,·,-8%,-8%,0.8,13%,i,8%,4%,5.7%
COc1ccc(C(=O)NCc2nnc(SCC(=O)Nc3cccc(C(F)(F)F)c3)o2)cc1OC,-1%,6%,-9%,-2.9,-3%,i,-1%,-5%,-0.8%

# Pulled one by one from the entries so far:
SMILES,MmCpn inh,Nrf2 inh,HepG2 viability,CCT modulator,A549 viability,pAkt inh,TGFb inhibitor,Abeta rescue,Nrf2 activator
COc1ccc(C(=O)NCc2nnc(SCC(=O)Nc3cccc(C(F)(F)F)c3)o2)cc1OC,-1%,6%,-9%,-2.9,-3%,i,-1%,-5%,-0.8%
O=C(Nc1sc2c(c1C(=O)O)CCC2)c1ccccc1,-3%,?,-28%,-0.6,?,i,0%,-22%,0.4%
Cc1cc(CNC(=O)c2cccc([N+](=O)[O-])c2)c2ccccc2n1,3%,-9%,-11%,0.4,1%,i,0%,0%,?
Fc1ccc2cc(CCO[C@H]3CCCCO3)ncc2c1,3%,7%,-7%,-1.8,-1%,i,-1%,4%,-2.9%
CCOC(=O)C(C)N1C(=O)S/C(=C\c2ccc(-c3ccccc3C(=O)O)o2)C1=O (centres undefined),-2%,-28%,-5%,1.4,?,i,4%,6%,-0.4%

# Following part.
SMILES,MmCpn inh,Nrf2 inh,HepG2 viability,CCT modulator,A549 viability,pAkt inh,TGFb inhibitor,Abeta rescue,Nrf2 activator
COc1ccc(S(=O)(=O)NCCC(=O)N2CCCN(C)CC2)cc1,1%,17%,2%,-1.4,-1%,i,-3%,-3%,-1.1%
O=c1oc(-c2ccccc2NS(=O)(=O)c2ccc3ccccc3c2)nc2ccccc12,-23%,2%,-26%,0.2,0%,i,?,9%,-0.8%
Cc1ccc(C)c(OCC(=O)NNC(=O)c2ccc(NC(=O)C3CC3)cc2)c1,-1%,-2%,-2%,-3.6,4%,i,-17%,4%,-0.3%
CC(=O)N1CCc2c(sc3nc(SCC(N)=O)n(-c4ccc(F)c(Cl)c4)c(=O)c23)C1,·,-10%[9.27 µM],-18%,·,1%,·,3%,-6%,13%
CC1=NN(c2ccc(C)c(C)c2)C(=O)/C1=C/c1ccc2c(c1)n(C)c(=O)n2C,-3%,0%,0%,1.5,-1%,i,-3%,-8%,3.1%
CCc1nnc(NC(=O)C2CCCN(C(=O)c3ccoc3)C2)s1 (centres undefined),·,8%,22%,·,-7%,·,17%,·,·
COc1ccc(CNC(=O)Cn2c(=O)c3cccn3c3cccnc32)cc1,·,18%,0%,·,15%,·,0%,-24%,12%
Cc1ccc(-n2ncc3c2CCCC3NC(=O)CCc2cnn(C)c2)cc1C (centres undefined),2%,-7%,-6%,0.4,1%,i,0%,1%,-0.6%
COCCNC(=O)CN(C(=O)Cn1nnc2ccccc21)c1cccc(C)c1C,0%,0%,-2%,0.3,5%,i,-1%,7%,-0.1%
Cc1onc(-c2ccccc2Cl)c1C(=O)OCC(=O)N1CCCc2ccccc21,-6%,?,0%,-0.2,-5%,i,-5%,17%,-0.9%
COC(=O)Cc1ccc(NC(=O)c2ccc(NC(=O)c3ccco3)cc2)cc1,-3%,-20%,5%,-2.0,1%,i,17%,-6%,-0.5%
O=C(/C=C/c1cccc(C(F)(F)F)c1)N1CCN(c2ccccn2)CC1,-3%,23µM*,-14%,-0.3,?,i,-15%,-7%,13%
COc1ccc(C(=O)N2CCCC(C(=O)O)C2)c2ccccc12 (centres undefined),-1%,13%,15%,1.2,2%,i,13%,6%,0.2%
CCn1c(-c2ccccc2Cl)nn(CC(=O)Nc2ccccc2C)c1=S,0%,6%,2%,1.3,-7%,i,14%,5%,-0.6%
CCc1ccccc1Nc1nn2c(=O)c3ccc(C(=O)NC4CCCCC4)cc3nc2s1,·,11%,4%,·,1%,·,1%,-19%,0.6%
c1ccc(C(c2ccccc2)N2CCN(C(c3ccccn3)c3nnnn3C3CCCC3)CC2)cc1 (centres undefined),4%,2%,3%,-2.8,-14%,i,7%,18%,0.3%
Cc1onc(-c2ccccc2)c1C(=O)Nc1ncc([N+](=O)[O-])s1,1%,10µM*,-35%,-2.3,?,i,8.9µM*,-90%[inhibitor],7.4%
CCOC(=O)/C(C#N)=C/c1cn(CCC(=O)O)nc1-c1ccccc1,-1%,-7%,-12%,-1.8,-1%,i,-5%,?,0.2%
O=C(NC(=S)NNC(=O)c1cccs1)c1ccccc1,1%,-9%,-37%,-1.5,0%,i,-22%,3%,16%
CN1CCN(C(c2ccc(F)cc2)c2nnnn2Cc2cccs2)CC1 (centres undefined),-3%,19%,-18%,-1.5,11%,i,0%,-3%,-0.8%
Cc1cc(C)nc(SCc2ccc(C(=O)N/N=C/C3CCCCC3)cc2)n1,-3%,7%,6%,-0.5,2%,i,-11%,-6%,0.2%
COc1ccc(S(=O)(=O)N2CCC(NC(=O)C(Cc3cccc(OC)c3OC)NC(C)=O)CC2)cc1 (centres undefined),2%,?,-3%,-0.7,2%,i,4%,-7%,0.2%
O=C(Nc1cccc([N+](=O)[O-])c1)N1CCc2ccccc2C1,0%,9%,-22%,1.1,0%,i,-8%,6%,22%
CC(C)N(O)C(=O)NC(C)(C)C,0%,·,0%,-1.9,0%,i,-29%,-1%[9.22 µM],0.0%
CCOc1cc(/C=C2\NC(=S)N(c3c(C)n(C)n(-c4ccccc4)c3=O)C2=O)ccc1O,0%,-1%,-5%,-1.9,?,i,8%,-13%,0.3%
CC1CCN(CCNC(=O)C2CCCN(S(=O)(=O)c3cccc4nonc34)C2)CC1 (centres undefined),-2%,·,-41%,0.4,4%,i,1%,8%,0.4%
NC1=NC(=O)/C(=C/c2cc(Br)c(O)c(Br)c2)S1,-2%,?,-13%,-0.7,?,i,12%,?,-0.7%
CC(=O)NC1=C(NC2CCS(=O)(=O)C2)C(=O)c2ccccc2C1=O (centres undefined),0%,-3%,-56%,-44*,2%,i,?,-48%[inhibitor],-0.5%
CCN(CC)CCCNc1nc(N)c([N+](=O)[O-])c(N2CCCCCC2)n1,0%,3%,-6%,-0.2,-2%,i,0%,15%,-0.1%
Nc1ccc(NC2C[C@@H](C(=O)O)NC2=O)cc1 (some centres undefined),-5%,-6%,1%,-1.0,1%,i,-11%,-5%,1.7%
Cc1ccc(C(C(=O)NCC2CCCO2)N(C(=O)c2snc(C(N)=O)c2N)c2ccccc2)o1 (centres undefined),-1%,-7%,11%,-4.9,-2%,i,-7%,18%,-0.6%
CC(C)(C)c1cc(C2=CSC3=NCCN23)cc(C(C)(C)C)c1O,2%,?,-68%,-1.6,?,i,?,-12%,7.9%
C=CCN(CC(=O)NCc1ccc(OC)cc1)C(=O)c1csnn1,1%,14%,-20%,-1.1,·,i,-14%,0%,0.0%
COCCCN(CCCN)Cc1ccco1,3%,-2%,4%,-0.9,-12%,i,2%,-8%,-0.1%
Cc1cc(C)c2sc(N(CCCN(C)C)C(=O)COc3ccc(Cl)cc3)nc2c1,0%,?,-170%,0.6,?,i,?,-2%,5.6%
O=C(CCS(=O)(=O)c1ccccc1)Nc1ccc(S(=O)(=O)Nc2ncccn2)cc1,1%,-6%,1%,2.3,3%,i,26%,5%,-1.5%
O=S(=O)(O)c1cc(O)c2c(O)c(N=Nc3cc(Cl)ccc3O)c(S(=O)(=O)O)cc2c1,-15%,21µM*,-31%,-6.4,15µM*,i,-20%,-70%[inhibitor],-1.2%
Cc1ccc(NC(=O)CCc2c[nH]c3ccccc23)nc1,0%,?,-2%,1.0,-14%,i,0%,14%,-0.9%
O=C1CCc2cc(S(=O)(=O)NCc3ccc(Cl)cc3)cc3c2N1CC3,-4%,-7%,-28%&-23%,0.2,1%&1%,i,-8%&-18%,6%&-19%,-0.1%&3.0%
O=C(Oc1ccc2ccc(=O)oc2c1)c1ccc([N+](=O)[O-])cc1,-2%,-17%,-9%,0.6,1%,i,-1%,-1%,0.5%[9.22 µM]
O=C(NC(=O)c1ccccc1)Nc1ccccc1O,1%,?,-26%,-2.5,2%,i,-14%,-7%,?
COc1ccc(CCn2c(-c3cc([N+](=O)[O-])cc([N+](=O)[O-])c3)nc3nc4ccccc4nc32)cc1OC,0%,10%,-6%,0.8,10%,i,-3%,3%,-0.6%

# Screening results as filed in PubChem.
